# Assay outcomes (PubChem BioAssay)
# BCLXL inh = Bcl-xL (human) inhibition; Q07817; inhibition, % at 10.9 µM; GST-Bcl-xL / FITC-Bim BH3 peptide fluorescence polarization; 320,000 compounds, 0.7% hits;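 active = inhibition above the mean of all tested compounds plus 3 SD, cutoff set per campaign, cut at about 30% in these data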;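 note: 0% = DMSO wells and 100% = unlabeled Bim-BH3 peptide competitor; inhibitors lower millipolarization by displacing the labeled peptide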
# Target sequence (Q07817 whole entry, looked up): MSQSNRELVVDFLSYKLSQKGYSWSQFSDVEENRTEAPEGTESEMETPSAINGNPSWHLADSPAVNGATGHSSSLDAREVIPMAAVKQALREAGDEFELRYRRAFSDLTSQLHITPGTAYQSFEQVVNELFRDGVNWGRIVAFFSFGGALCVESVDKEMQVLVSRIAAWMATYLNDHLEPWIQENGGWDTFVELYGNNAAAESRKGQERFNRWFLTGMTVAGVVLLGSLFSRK
# MEX-5 binding = C. elegans MEX-5 TCR-2 RNA binding activity. AID 1832. MEX-5/FITC-TCR2 RNA binding, fluorescence polarization; active compounds read low. Q9XUB2. 300,000 compounds, 0.38% hits. activity score (negative = inhibition of binding), % at 10 µM;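 active = inhibition past about -25% in most replicates, and total fluorescence under double the plate's negative control median, limit read from the data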;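 note: 0% = DMSO and -100% = 5 µM competing unlabeled TCR2 RNA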
# Target sequence (Q9XUB2 whole entry, looked up): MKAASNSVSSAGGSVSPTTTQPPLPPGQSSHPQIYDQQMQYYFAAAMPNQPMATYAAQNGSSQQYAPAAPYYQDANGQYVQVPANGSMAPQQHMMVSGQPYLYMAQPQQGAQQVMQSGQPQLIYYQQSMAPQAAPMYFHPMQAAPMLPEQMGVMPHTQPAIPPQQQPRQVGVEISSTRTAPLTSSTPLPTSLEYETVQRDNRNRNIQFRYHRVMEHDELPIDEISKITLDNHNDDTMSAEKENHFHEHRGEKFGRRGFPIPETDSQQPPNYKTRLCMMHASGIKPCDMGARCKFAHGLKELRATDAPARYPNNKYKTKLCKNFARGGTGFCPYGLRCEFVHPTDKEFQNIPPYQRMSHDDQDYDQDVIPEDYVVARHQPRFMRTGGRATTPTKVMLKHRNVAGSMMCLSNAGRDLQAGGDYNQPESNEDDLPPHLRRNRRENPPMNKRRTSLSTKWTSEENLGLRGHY
# Yeast superoxide = yeast age-related superoxide inhibition as caloric restriction mimetic; S. cerevisiae aged cells, superoxide DHE fluorescence; active compounds read low; superoxide response (% of plate mean), % at 10 µM; 330,000 compounds, 0.18% hits; AID 2690;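 active = superoxide response under a set limit, about three screen SD below normal, cut at about 65% in these data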;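 note: yeast aged for seven days with compound at 30 °C before DHE staining; 100% = average MFI of all compound-treated wells on the plate with controls excluded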
# Fam108B inh = Fam108B inhibition, counter-screen for RBBP9 inhibitors | recombinant Fam108B, FP-Rh probe fluorescence polarization | inhibition, % at 9.51 µM | 300,000 compounds, 0.33% hits | AID 1947;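 active = inhibition above the screen mean inhibition plus 3 SD, computed separately per campaign, cut at about 18% in these data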;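 note: inhibitors lower polarization as less probe binds the enzyme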
# GLD-1 RNA inh = GLD-1-TGE RNA interaction inhibition (C. elegans); 320,000 compounds, 0.44% hits; AID 2280; Q17339; inhibition, % at 5.96 µM; purified GLD-1 + fluorescein TGE RNA, fluorescence polarization;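 active = percent inhibition above a per-plate cutoff, the plate mean of test compounds plus 3 SD, cut at about 30% in these data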;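 note: 0% = DMSO wells with GLD-1 and probe and 100% = wells lacking GLD-1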
# Efflux pump inh = antifungal efflux pump inhibition, Nile Red retention | S. cerevisiae Candida pump triplex | inhibition, % at 10 µM | 330,000 compounds, 0.44% hits | AID 485275;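 active = plate passing quality check with inhibition over a set limit, or well fluorescence over plate mean plus 4 SD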;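 note: Nile Red retained in pooled yeast measured as flow cytometry median fluorescence; 0% = buffer negative control and 100% = Enniatin B positive control; higher means more Nile Red kept so more efflux inhibition; some compounds called inactive have numbers as strong as hits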
# EBNA-1 inhibitor = blocks EBNA-1 binding to DNA; EBNA-1 DNA binding, fluorescence polarization; inhibition, % at 14.8 µM; 300,000 compounds, 0.34% hits; AID 1950; in the data active = inhibition above about 28%
# MCL1 BIM primary = disrupts human MCL1 binding to BIM-BH3 peptide | GST-MCL1 / FITC-Bim-BH3 fluorescence polarization | inhibition, % at 10.9 µM | Q07820 | 320,000 compounds, 0.68% hits;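 active = inhibition above the mean inhibition of all tested compounds plus 3 SD, set per campaign, cut at about 40% in these data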;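 note: 0% = DMSO wells and 100% = unlabeled Bim-BH3 peptide control; higher means more loss of mP so more displacement of Bim peptide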
# ZTA DNA inh = ZTA (EBV) inhibition in EBNA-1 counter-screen. ZTA-DNA binding, fluorescence polarization. 320,000 compounds, 0.15% hits. inhibition, % at 11 µM. AID 2234; in the data active = inhibition above about 33%
# Target sequence (P03206 whole entry, looked up): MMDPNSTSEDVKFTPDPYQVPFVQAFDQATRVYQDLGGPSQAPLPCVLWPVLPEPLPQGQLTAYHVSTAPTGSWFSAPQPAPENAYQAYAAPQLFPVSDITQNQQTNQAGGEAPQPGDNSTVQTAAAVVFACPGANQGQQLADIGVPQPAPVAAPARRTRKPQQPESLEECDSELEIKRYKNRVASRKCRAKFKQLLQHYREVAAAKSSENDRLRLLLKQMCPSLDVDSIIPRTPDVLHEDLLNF
# Starred values were filed as active, the others as inactive; · = not tested or not shown.
# The opening 2 entries, to show the layout:
1	CCN(CC)c1ccc(/C=N/Nc2nn[nH]n2)cc1
2	CCC(C)Sc1ccc([C@@H]2[C@@H]3C(=O)N(C)C(=O)[C@@H]3[C@]3(C(=O)OC)CCCCN23)cc1 (some centres undefined)
Screen / compound no.	1	2
BCLXL inh	4.9	5.9
MEX-5 binding	-4.7	-3.4
Yeast superoxide	105.6	109.2
Fam108B inh	1.4	2.8
GLD-1 RNA inh	2.7	-1.9
Efflux pump inh	-0.1	0.0
EBNA-1 inhibitor	-5.1	9.9
MCL1 BIM primary	6.8	7.5
ZTA DNA inh	-2.9	-19.6

# Results, previewed entries included:
1	CCN(CC)c1ccc(/C=N/Nc2nn[nH]n2)cc1
2	CCC(C)Sc1ccc([C@@H]2[C@@H]3C(=O)N(C)C(=O)[C@@H]3[C@]3(C(=O)OC)CCCCN23)cc1 (some centres undefined)
3	COc1ccc(CCNC(=O)CSc2nnc(CNC(=O)c3ccco3)o2)cc1OC
4	C#Cc1ccc([C@@H]2C=C(C(=O)N3CCOCC3)O[C@H](OCCCCO)C2)cc1
5	CCOC(=O)c1oc2c(C)c(O)ccc2c(=O)c1-c1nncn1-c1ccccc1
6	CCC/C(=N\NC(=O)c1ccccc1C)c1ccccc1
Screen / compound no.	1	2	3	4	5	6
BCLXL inh	4.9	5.9	3.3	-4.2	3.9	-1.4
MEX-5 binding	-4.7	-3.4	0.6	0.4	0.0	-0.9
Yeast superoxide	105.6	109.2	101.6	106.5	86.0	102.5
Fam108B inh	1.4	2.8	-1.7	-1.9	-0.4	2.0
GLD-1 RNA inh	2.7	-1.9	6.1	-10.8	2.9	-0.1
Efflux pump inh	-0.1	0.0	0.1	0.0	-0.2	-0.1
EBNA-1 inhibitor	-5.1	9.9	-7.4	-4.2	2.5	-11.6
MCL1 BIM primary	6.8	7.5	-6.4	-8.1	-7.4	2.3
ZTA DNA inh	-2.9	-19.6	-14.1	1.8	3.3	-11.8

7	CCOc1ccccc1OCCC(=O)Nc1ccc(F)c(Cl)c1
8	N#CC1=C(SCc2ccccc2)NC(=O)CC1c1ccccc1 (centres undefined)
9	O=C(N/N=C/c1ccc([N+](=O)[O-])s1)C(O)c1ccccc1 (centres undefined)
10	CCN1CCN(C(=O)C(=O)c2cn(CC(=O)N3CCCC3)c3ccccc23)CC1
11	CN(C)c1ccc(/C=N/NC(=O)C(=O)N2CCCCCC2)cc1
12	C=CCn1c(=S)[nH]c2cc(C(=O)N3CCN(c4ccccc4OC)CC3)ccc2c1=O
Screen / compound no.	7	8	9	10	11	12
BCLXL inh	3.6	2.6	3.3	3.1	2.7	1.1
MEX-5 binding	-0.7	0.1	-4.2	-1.3	-4.4	·
Yeast superoxide	97.8	106.1	179.8	101.6	93.8	96.6
Fam108B inh	0.9	0.9	2.1	3.4	-3.8	·
GLD-1 RNA inh	3.8	-2.2	1.4	10.2	1.0	0.7
Efflux pump inh	-0.1	-0.1	0.3	0.1	0.0	-0.1
EBNA-1 inhibitor	0.7	5.5	-4.0	-6.9	-8.0	·
MCL1 BIM primary	5.6	0.1	9.0	0.0	-3.3	-0.6
ZTA DNA inh	14.8	-6.0	-10.3	-7.7	-12.6	17.3

13	CCOC(=O)C1CCN(C(=O)c2sc3nc(-c4ccccc4)cn3c2C)CC1
14	COc1cccc(/C=N/n2c(C)nc3ccccc3c2=O)c1O
15	Cc1cc(=O)oc2cc(OCC3CC(c4ccccc4Cl)=NO3)ccc12 (centres undefined)
16	O=C(CNC(=O)N1CC(=O)Nc2ccccc21)Nc1ccccc1
17	O=C(OCC(=O)N1CCCc2ccccc21)c1cc(S(=O)(=O)N2CCOCC2)ccc1Cl
18	CCCCN(Cc1ccco1)S(=O)(=O)c1csc(C(N)=O)c1
Screen / compound no.	13	14	15	16	17	18
BCLXL inh	-3.4	3.1	6.3	1.6	0.6	2.8
MEX-5 binding	1.6	1.8	-0.9	-0.1	1.3	0.2
Yeast superoxide	90.8	91.7	78.3	87.6	89.8	112.7
Fam108B inh	-0.1	2.6	-2.5	0.8	1.8	-5.6
GLD-1 RNA inh	-6.4	0.5	4.3	-0.4	1.6	-4.8
Efflux pump inh	0.1	0.0	0.0	-0.2	-0.1	0.1
EBNA-1 inhibitor	3.9	-6.8	13.6	1.2	-1.0	-3.7
MCL1 BIM primary	-5.1	2.2	6.0	-2.2	-3.3	-3.4
ZTA DNA inh	4.1	-3.7	9.2	5.1	2.1	-2.5

19	COc1cccc(C(=O)C2CCCN(C(=O)CCc3scnc3C)C2)c1 (centres undefined)
20	Cc1cc(=O)[nH]c(SCC(=O)NC2CCCCC2)n1
21	Clc1ccc2nc(C3CCN(Cc4nnnn4C4CCCCC4)CC3)[nH]c2c1
22	O=C(COc1ccccc1Cl)Nc1ccc2oc(=O)ccc2c1
23	CN(CC(=O)Nc1ccccc1Cl)C(=O)CCSc1ccc(F)cc1
24	COc1ccc(C(CC(=O)N2CCCC2)c2c(OC)cc(OC)c3ccc(=O)oc23)cc1 (centres undefined)
Screen / compound no.	19	20	21	22	23	24
BCLXL inh	3.2	6.7	3.0	5.8	0.1	5.7
MEX-5 binding	-0.8	-1.8	-0.9	3.7	2.3	-1.2
Yeast superoxide	97.1	93.4	76.3	83.6	105.5	95.6
Fam108B inh	0.9	2.6	-3.3	-2.2	-2.0	-1.4
GLD-1 RNA inh	5.5	1.4	-5.3	6.1	-1.4	3.9
Efflux pump inh	0.0	-0.1	0.1	-0.2	0.0	-0.1
EBNA-1 inhibitor	0.8	11.1	10.3	-8.6	7.9	3.2
MCL1 BIM primary	0.5	5.5	6.1	11.2	-6.3	2.8
ZTA DNA inh	18.0	-12.5	3.8	-15.4	-12.9	3.4

25	COc1cc(N=Nc2ccccc2C(=O)O)ccc1O
26	CN(CC(=O)Nc1ccc(F)cc1)C(=O)c1ccncc1
27	Cc1cccc(N2CCN(c3ccc4cc(S(=O)(=O)N5CCCCC5)ccc4n3)CC2)c1C
28	COc1ccc(CC(=O)OCC(=O)NCCNC(=O)COC(=O)Cc2ccc(OC)cc2)cc1
29	CCCCn1c(N)c(N(CC(C)C)C(=O)c2cccc(S(=O)(=O)N(C)c3ccccc3)c2)c(=O)[nH]c1=O
30	Cc1[nH]n(-c2ccc(Cl)cc2)c(=O)c1C(=O)c1ccccc1
Screen / compound no.	25	26	27	28	29	30
BCLXL inh	2.0	-2.6	0.9	0.5	-4.2	4.7
MEX-5 binding	3.3	4.3	-1.2	0.2	-2.4	1.2
Yeast superoxide	103.5	98.6	159.4	103.5	105.7	108.6
Fam108B inh	4.4	-1.9	-2.6	0.8	-0.9	-3.2
GLD-1 RNA inh	-6.4	-1.0	-1.9	3.0	9.3	-3.2
Efflux pump inh	0.7	0.0	0.1	0.1	-0.1	0.1
EBNA-1 inhibitor	-9.6	-10.5	11.2	-6.3	3.3	-4.8
MCL1 BIM primary	-0.1	2.7	3.6	-5.0	-10.7	-3.6
ZTA DNA inh	-6.8	-5.7	16.1	-7.9	-5.8	-9.8

31	CCCNS(=O)(=O)c1ccc(CCC(=O)N2CCN(c3ccc(F)cc3)CC2)cc1
32	COc1ccc(NC(=O)c2ccccc2SC)cc1OC
33	CCCn1c2ccc(/C(C)=N\O)cc2c2cc(/C(C)=N/O)ccc21
34	CCOC(=O)N1CCN(C(=O)C2CCN(Cc3ccc(OC)cc3OC)CC2)CC1
35	O=C(NCCCc1ccccc1)c1ccc([N+](=O)[O-])cc1Cl
36	O=C(NC1CCCCCC1)C1C2C=CC3(CN(Cc4cccnc4)C(=O)C13)O2 (centres undefined)
Screen / compound no.	31	32	33	34	35	36
BCLXL inh	5.8	1.9	5.1	4.5	-1.6	2.5
MEX-5 binding	-0.2	-1.2	0.4	0.5	0.2	-3.0
Yeast superoxide	79.2	101.5	111.8	93.8	99.0	116.2
Fam108B inh	-1.9	-3.8	-0.4	1.0	-1.0	3.5
GLD-1 RNA inh	11.0	9.5	3.2	8.3	1.0	-0.2
Efflux pump inh	-0.3	0.0	-0.1	0.3	0.0	0.0
EBNA-1 inhibitor	-1.8	2.2	9.3	7.3	4.2	10.1
MCL1 BIM primary	5.5	-0.3	4.5	6.0	3.9	-1.3
ZTA DNA inh	12.1	-16.1	2.4	-9.0	0.0	16.3

37	COc1cc2c(cc1OC)C(c1ccccc1)N(C(=O)c1ccco1)CC2 (centres undefined)
38	C[C@H](NC(=O)c1[nH]cnc1C(=O)Nc1ccccc1)c1ccccc1
39	O=C(NC(=S)N(Cc1ccccc1)Cc1ccccc1)c1ccccc1F
40	CC(C)(NO)/C(=N/O)c1ccc(Br)cc1
41	O=C(NCCCN1CCOCC1)c1cc2ccccc2oc1=O
42	COc1ccc(C(=O)NCCCNC(=O)c2ccccn2)cc1Br
Screen / compound no.	37	38	39	40	41	42
BCLXL inh	1.1	-0.7	-1.6	6.4	3.0	1.8
MEX-5 binding	-2.4	·	1.2	-2.0	0.3	3.0
Yeast superoxide	99.4	128.4	81.1	86.6	96.3	89.0
Fam108B inh	3.3	·	5.1	6.9	0.9	0.4
GLD-1 RNA inh	0.8	5.5	0.0	1.2	2.1	-0.5
Efflux pump inh	0.0	0.1	0.0	-0.1	-0.1	0.1
EBNA-1 inhibitor	5.9	·	-3.0	-9.0	12.8	6.2
MCL1 BIM primary	-1.4	1.6	-4.7	12.0	-3.7	9.3
ZTA DNA inh	-9.9	5.7	-6.3	-16.6	4.8	4.7

43	O=C(N/N=C1\CCCc2ccccc21)c1ccccc1[N+](=O)[O-]
44	CCC1CCC/C1=N\NC(=O)c1ccccc1Cl (centres undefined)
45	CCSc1n[nH]c(=S)s1
46	CCn1cnc2sc(C(=O)Oc3ccc(Br)cc3)c(C)c2c1=O
47	Cc1ccc(C)c(NS(=O)(=O)c2ccc(-c3coc(C)n3)cc2)c1
48	O=C(O)C1CCCCC1C(=O)Nc1ccc(S(=O)(=O)N2CCCCCC2)cc1 (centres undefined)
49	CC1CCCC(NC(=O)COC(=O)/C=C/c2ccc3c(c2)OCO3)C1C (centres undefined)
50	O=C(NCc1ccccc1Cl)C1CCC(=O)N(CC2CCCCC2)C1 (centres undefined)
51	O=C(CSc1nc2[nH]ncc2c(=O)[nH]1)NCCc1ccccc1
Screen / compound no.	43	44	45	46	47	48	49	50	51
BCLXL inh	-0.8	-5.2	-12.1	2.5	-1.1	-0.3	2.5	4.6	5.1
MEX-5 binding	-1.5	1.3	0.7	2.2	-2.7	-2.6	5.3	3.0	1.3
Yeast superoxide	92.8	86.3	101.7	98.1	88.4	95.1	104.0	100.8	76.5
Fam108B inh	1.5	-2.1	-0.7	3.8	-0.1	0.2	-1.4	-2.5	-1.1
GLD-1 RNA inh	-2.0	-6.2	-3.0	-0.4	-0.4	-1.2	6.9	2.7	-1.6
Efflux pump inh	0.0	0.0	0.2	-0.3	0.0	0.0	-0.4	0.1	-0.1
EBNA-1 inhibitor	9.4	-5.9	-12.8	-3.5	-6.4	10.1	-13.1	8.3	1.1
MCL1 BIM primary	-0.9	2.9	-27.8	-2.4	-2.8	3.6	-1.6	2.4	13.6
ZTA DNA inh	-0.8	2.7	-1.9	-16.9	-7.7	17.2	-4.4	9.3	3.2

# Gathered by group: those above with two or more sulfur atoms.
18	CCCCN(Cc1ccco1)S(=O)(=O)c1csc(C(N)=O)c1
45	CCSc1n[nH]c(=S)s1
Screen / compound no.	18	45
BCLXL inh	2.8	-12.1
MEX-5 binding	0.2	0.7
Yeast superoxide	112.7	101.7
Fam108B inh	-5.6	-0.7
GLD-1 RNA inh	-4.8	-3.0
Efflux pump inh	0.1	0.2
EBNA-1 inhibitor	-3.7	-12.8
MCL1 BIM primary	-3.4	-27.8
ZTA DNA inh	-2.5	-1.9
